Keap1 Nrf2 FP: Keap1-Nrf2 protein-protein interaction inhibitors, primary screen, biochemical, fluorescence polarization, single point. Kelch-like ECH-associated protein 1 (Homo sapiens), Q14145. Keap1 Kelch-Nrf2 peptide fluorescence polarization, 1536-well. inhibition, % at 9.4 µM. actives 0.15% (n = 340,000). AID 504523, 2011; in the data active = inhibition above about 12%;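 note: human Keap1 Kelch domain with fluorescein labeled Nrf2 9mer peptide probe; 0% = neutral control wells and 100% = peptide positive control; higher means more block of Keap1 binding to Nrf2 peptide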
Target sequence (Q14145 whole entry, looked up, the tested form may be a part): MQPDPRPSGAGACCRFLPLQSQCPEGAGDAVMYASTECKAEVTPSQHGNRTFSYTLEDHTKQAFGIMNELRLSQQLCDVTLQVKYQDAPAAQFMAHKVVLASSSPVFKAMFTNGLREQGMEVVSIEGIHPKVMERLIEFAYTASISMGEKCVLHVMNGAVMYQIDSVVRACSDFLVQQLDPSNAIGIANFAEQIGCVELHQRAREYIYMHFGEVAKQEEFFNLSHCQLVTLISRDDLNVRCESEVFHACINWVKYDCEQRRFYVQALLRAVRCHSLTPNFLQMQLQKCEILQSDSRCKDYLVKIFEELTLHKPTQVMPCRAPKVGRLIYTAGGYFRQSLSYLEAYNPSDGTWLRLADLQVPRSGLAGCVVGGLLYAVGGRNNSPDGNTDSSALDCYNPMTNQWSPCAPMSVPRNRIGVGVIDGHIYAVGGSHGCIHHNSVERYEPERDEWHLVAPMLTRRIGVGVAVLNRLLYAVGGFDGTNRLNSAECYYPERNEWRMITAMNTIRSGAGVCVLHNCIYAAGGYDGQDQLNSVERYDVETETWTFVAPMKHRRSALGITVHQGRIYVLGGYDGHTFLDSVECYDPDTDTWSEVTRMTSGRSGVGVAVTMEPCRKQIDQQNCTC
RTF Ca sens act: cardiac RTF calcium sensitivity activators, primary screen, biochemical, IANBD-TnC fluorescence, EC20 calcium; IANBD-labeled TnC RTF fluorescence at EC20 calcium; 0% EC20 calcium, 100% full calcium; actives 0.24% (n = 340,000); activation, % at 7.2 µM; AID 493008, 2010;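 active = activation above the mean over all tested compounds plus 3 SD, cut at about 30% in these data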;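 note: rise in fluorescence read as greater calcium sensitivity of cardiac thin filaments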
HTR5A ag ctr: HTR5A agonists in luminescence cell assay, primary screen, counter-screen for OPRM1-OPRD1 heterodimer agonist project, full-deck HTS | cell-based | activation, % at 9.3 µM | actives 0.61% (n = 340,000) | AID 504692, 2011; in the data active = activation mostly above about 9.5%, no sharp cut-off; inactive = mostly below about 7.6%;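 note: 0% = cells with vehicle only and 100% = reference agonist; strong numbers were not always called active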
Target sequence (P47898 whole entry, looked up): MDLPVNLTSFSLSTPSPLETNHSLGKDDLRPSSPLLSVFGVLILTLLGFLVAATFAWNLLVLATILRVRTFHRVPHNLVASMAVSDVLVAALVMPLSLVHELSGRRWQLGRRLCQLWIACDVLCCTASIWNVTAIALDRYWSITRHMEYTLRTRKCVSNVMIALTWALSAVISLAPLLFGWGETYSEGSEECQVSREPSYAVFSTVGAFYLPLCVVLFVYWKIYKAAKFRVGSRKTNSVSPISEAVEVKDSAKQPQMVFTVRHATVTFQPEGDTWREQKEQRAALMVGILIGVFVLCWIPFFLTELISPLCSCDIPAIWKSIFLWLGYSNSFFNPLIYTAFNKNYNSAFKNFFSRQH
Cardiac RTF inh: cardiac RTF calcium sensitivity inhibitors, primary screen, biochemical, IANBD-TnC fluorescence, EC70 calcium | actives 0.12% (n = 340,000) | IANBD-labeled cardiac RTF, Ca2+ fluorescence | Troponin I, cardiac muscle (Homo sapiens) + Troponin T, cardiac muscle (Homo sapiens) + … | inhibition, % at 7.15 µM;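 active = inhibition above the mean inhibition of all tested compounds plus 3 SD, cut at about 17% in these data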;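 note: assay run at fixed EC70 calcium of 1.6 mM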
OPRM1-OPRD1 inv: inverse agonists of MOR-DOR heterodimerization, primary screen, cell-based, luminescence; Mu-type opioid receptor (Homo sapiens) + Delta-type opioid receptor (Homo sapiens), …; cell-based MOR-DOR heterodimer luminescence, inverse agonism; inhibition, % at 9.3 µM; actives 0.21% (n = 340,000); in the data active = inhibition above about 22%, passing the limit was not always enough;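 note: 0% = cells with DMSO and 100% = wells without cells with DMSO; values of inactives mirror those of a sister screen read the other way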
OPRM1-OPRD1 ag: agonists of OPRM1-OPRD1 heterodimerization, primary screen, cell-based, luminescence; Mu-type opioid receptor (Homo sapiens) + Delta-type opioid receptor (Homo sapiens), …; cells; activation, % at 9.3 µM; actives 0.3% (n = 340,000); in the data active = activation above about 18%;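 note: 0% = vehicle-treated cells and 100% = reference agonist; values of inactives mirror those of a sister screen read the other way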
LANA DNA inh: inhibitors of KSHV C-LANA binding to DNA, primary screen, biochemical, fluorescence polarization, FAM-LBS DNA, MBP-C-LANA, single point; inhibition, % at 9 µM; actives 0.078% (n = 340,000); Kaposi's sarcoma herpesvirus LANA C-terminal domain (residues 932-1162) DNA binding;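 active = highest replicate inhibition at or above 60% at 9 µM, even if other replicates fall short; inactive = all replicates below 60% inhibition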;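 note: 0% = neutral control wells and 100% = 4 µM acridine orange control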
CAL PDZ FP: untagged CAL PDZ binding inhibitors, primary screen, biochemical, fluorescence polarization, HTS; actives 0.92% (n = 300,000); purified CAL PDZ, TMR-peptide fluorescence polarization, 1 h; inhibition, % at 24.9 µM;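 active = mean inhibition of at least 30% with at least half of replicates also reaching 30%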;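 note: 0% = DMSO neutral control and 100% = excess unlabeled competitor peptide PRC23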
V-ATPase pHluor: regulators of yeast V-ATPase proton pumping, primary screen, pHLuorin cytosolic pH fluorescence | S. cerevisiae | response, % at 10 µM | actives 0.37% (n = 350,000); in the data active = response mostly above about 7.3%, no sharp cut-off; inactive = mostly below about 5.4%; note: actives read high; inactives centre near 0; some compounds called inactive have numbers as strong as hits; reference of the scale not given here
HTR5A inv ag: HTR5A inverse agonists in luminescence cell assay, primary screen, counter-screen for OPRM1-OPRD1 heterodimer inverse agonist project, full-deck HTS | 5-hydroxytryptamine receptor 5A (Homo sapiens), P47898 | HTR5A cell line, inverse agonism | inhibition, % at 9.3 µM | actives 0.083% (n = 340,000) | AID 504634, 2011; in the data active = inhibition mostly above about 23%, no sharp cut-off; inactive = mostly below about 18%;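 note: 0% = cells with DMSO and 100% = no-cell wells with DMSO; some compounds called inactive have numbers as strong as hits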
An asterisk follows results filed as active; · = no result given.

SMILES,Keap1 Nrf2 FP,RTF Ca sens act,HTR5A ag ctr,Cardiac RTF inh,OPRM1-OPRD1 inv,OPRM1-OPRD1 ag,LANA DNA inh,CAL PDZ FP,V-ATPase pHluor,HTR5A inv ag
O=C(O)CCCC(=O)Nc1ccc(-n2ccc(C(F)(F)F)n2)cc1,-2.4,13.4,-3.7,2.5,5.8,-1.1,-0.5,·,3.3,-13.5
CCc1nnc(NC(=O)CN2C(=O)c3ccccc3C2=O)s1,-0.7,-1.2,2.1,-3.5,9.5,-1.7,0.1,-0.6,-2.5,1.9
Cc1nc(C)n(CC(C)C(=O)N2CCN(S(=O)(=O)c3ccc(Cl)cc3)CC2)n1 (configuration not stated),2.8,-2.9,8.6,-16.4,1.2,-0.2,0.9,0.1,-3.7,-23.1
O=C(NC1CCCCCC1)c1cc2c(=O)n3ccccc3nc2s1,-2.0,-6.0,1.7,-23.2,0.2,0.0,-0.2,-3.6,-4.1,-1.1
COc1ccc(-c2noc(C3CCCN(C(=O)c4ccccc4OC)C3)n2)cc1 (configuration not stated),0.0,-1.9,1.1,-6.8,9.0,-1.9,-0.1,-6.1,0.4,-3.9
O=C(O)c1cn(-c2ccc(N3CCCC3)c(F)c2)c2c(F)c(F)c(F)cc2c1=O,0.6,-1.2,6.3,-1.9,-8.1,1.5,1.3,0.7,0.1,-17.8
COc1cc(NC(=O)Cc2cccc3ccccc23)c(C(=O)O)cc1OC,-0.5,3.9,0.1,-10.1,12.8,-2.8,0.0,1.2,-1.2,-0.3
O=C(CCc1ccccc1)NCCc1nc2ccccc2[nH]1,0.8,1.1,-4.0,1.4,3.9,-0.7,0.6,-5.2,-1.2,-23.5
O=C(COC(=O)COc1ccc(Cl)cc1)NCc1ccc2c(c1)OCO2,-2.3,1.0,-2.0,1.1,18.4,-3.8,-0.4,-2.8,-0.1,7.7
Cc1ccc(NC(=O)c2ccccc2NC(=O)c2cccs2)cc1,-0.3,2.0,5.4,-19.9,-13.5,1.9,0.2,-1.3,-1.8,4.8
Cc1ccc(-c2c(C(=O)N/N=C/C3CC=CCC3)nnn2-c2nonc2N)cc1 (configuration not stated),-0.7,-6.7,-0.6,5.3,20.2,-3.9,-1.4,-1.4,1.7,13.4
Cc1c(NC(=O)c2ccccc2NS(=O)(=O)c2ccc(F)cc2)c(=O)n(-c2ccccc2)n1C,-5.0,-1.5,-5.6,5.2,11.2,-1.9,-0.5,-4.1,-3.7,-23.3
COc1ccc(NC(=O)c2cc(-c3cc(Cl)ccc3O)n[nH]2)c(OC)c1,-3.1,-3.5,-4.9,-1.4,3.7,-0.8,0.4,-2.9,-1.1,17.5
O=C(c1cccc(S(=O)(=O)NCc2ccccc2)c1)N1CCCCC1,1.3,0.4,1.2,-4.3,2.3,-0.3,-1.8,-1.2,3.2,0.0
CCN(CC)C(=O)[C@H]1CC(CC(=O)NCCCOC)C(=O)N2CCc3c([nH]c4ccccc34)[C@]12C (some centres not stated),-0.1,-5.2,-2.7,0.0,13.1,-2.8,1.3,-3.1,0.7,9.2
CC(=O)N1CCN(S(=O)(=O)c2cccc(C(=O)NNC(=O)COc3ccc(Cl)cc3C)c2)CC1,-3.6,-1.8,1.6,-8.6,3.2,-0.5,-1.0,0.7,-4.4,10.0
C[C@H]1CN=C(Nc2ccccc2)N1CC1CCC1,2.6,0.7,0.0,-1.7,3.9,-0.9,2.8,0.8,1.3,12.0
CCOC(=O)C1CCCN(C(=O)CN2C(=O)NC(C)(c3ccc4ccccc4c3)C2=O)C1 (configuration not stated),-3.6,-4.4,-1.1,-6.1,13.1,-2.7,-1.6,0.1,5.7,-13.4
Cc1ccccc1Cn1cc(/C=N/n2cnnc2)c2ccccc21,-1.6,-2.5,0.5,-0.5,-4.6,0.8,-1.8,9.6,0.4,-8.6
Cc1cc(C)c2[nH]c(=O)c(CN(Cc3nnnn3C3CCCC3)C3CCCCC3)cc2c1,-6.1,-2.6,-6.4,1.6,1.7,-0.3,-0.3,-0.2,2.2,-4.9
CC(=O)Nc1cc(-c2ccccc2)ccc1O,-9.4,2.3,-2.5,-9.2,6.8,-1.4,-1.1,-1.5,2.5,2.3
CCCOc1ccc(/C=N/Nc2ccccc2[N+](=O)[O-])c(OCCC)c1,-2.8,-2.7,0.8,-12.3,-3.5,0.7,-0.3,-0.4,9.1,-3.5
NC(=O)CSc1nnc(Cc2ccc3c(c2)OCO3)n1C1CCCCC1,5.6,6.4,2.1,-0.8,-0.4,0.1,8.2,·,2.8,-11.7
COc1cccc(C(=O)NNC(=O)c2ccc3ccccc3c2O)c1,0.2,-7.5,1.5,7.5,18.1,-3.6,-0.1,-2.6,-2.3,-11.5
N#C/C(=C\c1ccc(-c2ccccc2Cl)o1)C(=O)Nc1nc2ccccc2s1,-3.4,-2.5,2.8,-1.2,0.7,-0.1,1.9,3.9,-0.2,-9.5
COC(=O)c1ccc(NC(=S)NC(=O)c2cc(-c3ccccc3)nc3ccccc23)cc1,-1.0,3.4,-5.0,-6.4,22.6,-4.5,1.1,-4.3,-0.8,22.1
N=c1sccn1CC(=O)NCc1ccc(Cl)cc1Cl,-1.6,0.7,-2.9,-5.5,14.4,-2.2,1.1,-8.8,0.6,7.2
COC(=O)c1ccc(OC(=O)CCN2C(=O)C3CCCCC3C2=O)cc1 (configuration not stated),-3.0,2.1,-1.2,-17.1,8.0,-1.6,-2.8,0.6,1.1,7.9
CCOC(=O)[C@@H]1[C@H]2COc3ccc(Br)cc3[C@H]2N2C(=O)N(c3ccc(F)cc3)C(=O)[C@]12C,-6.6,-2.9,9.3,7.2,15.9,-2.8,-0.1,-1.3,8.4,-27.3
CCOc1ccc(/C=C/C(=O)N(CC)CC(=O)NCc2cccs2)cc1OC,-6.7,8.1,1.1,5.4,5.7,-1.0,-1.7,-3.7,0.0,-2.9

The closing two compounds of the part before lead into the next.
SMILES,Keap1 Nrf2 FP,RTF Ca sens act,HTR5A ag ctr,Cardiac RTF inh,OPRM1-OPRD1 inv,OPRM1-OPRD1 ag,LANA DNA inh,CAL PDZ FP,V-ATPase pHluor,HTR5A inv ag
CCOC(=O)[C@@H]1[C@H]2COc3ccc(Br)cc3[C@H]2N2C(=O)N(c3ccc(F)cc3)C(=O)[C@]12C,-6.6,-2.9,9.3,7.2,15.9,-2.8,-0.1,-1.3,8.4,-27.3
CCOc1ccc(/C=C/C(=O)N(CC)CC(=O)NCc2cccs2)cc1OC,-6.7,8.1,1.1,5.4,5.7,-1.0,-1.7,-3.7,0.0,-2.9
Cc1cc(=O)oc2c(C)c(OC3CCCCC3=O)ccc12 (configuration not stated),1.7,7.8,2.3,-12.4,10.8,-2.1,0.3,-2.0,-2.9,-8.3
COc1ccc(N2CC(C(=O)N/N=C/c3ccc(C)cc3)CC2=O)cc1 (configuration not stated),0.7,-4.9,-0.7,0.1,7.4,-1.0,-0.9,-0.3,1.1,1.9
O=c1[nH]c(CCl)nc2cc(-c3ccc(Cl)cc3)sc12,-3.4,2.6,1.6,-8.5,8.1,-1.4,-0.4,-2.5,-1.7,-18.5
COc1ccc(CCNC(=S)N2CCN(S(=O)(=O)c3ccccc3F)CC2)cc1,-3.8,-1.5,1.5,-14.4,-8.9,1.7,0.3,-3.0,1.8,9.7
COC(=O)c1ccc(N2CCN(c3ccccc3)CC2)c(NC(=O)C2CC2)c1,-0.6,-1.0,-2.8,9.2,-3.5,0.7,2.5,1.3,1.9,3.4
CCOc1ccc(C(=O)Nc2ccc(N3CCN(C(=O)c4ccco4)CC3)cc2)cc1Br,0.5,-0.4,3.9,-5.0,-1.1,0.3,-0.8,-3.7,1.1,-18.3
Cc1nc2ccc(NC(=O)NCc3ccco3)cc2s1,1.8,-3.4,8.3,-2.5,-19.1,3.6,0.4,·,-4.8,-9.9
Cc1ccc(/C=N/NC(=O)c2ccccc2OCc2cccc(Br)c2)o1,-4.8,·,·,·,·,·,-0.1,3.3,1.7,·
O=C(Nc1ccc(C(F)(F)F)cc1)c1ccc2nc[nH]c2c1,-5.4,-3.9,3.2,5.7,-0.7,0.1,-0.3,-0.4,-2.4,-8.7
COc1ccc(NC2CCCN(C(=O)c3ccc4nc(C)c(C)nc4c3)C2)cc1OC (configuration not stated),-7.7,-4.6,5.1,-7.5,8.3,-1.6,1.0,-0.6,-2.1,-19.1
CCN1CCN(C(c2cccs2)C(C)NC(=O)c2ccccc2)CC1 (configuration not stated),0.2,0.3,-2.0,-7.5,5.4,-0.9,0.3,-2.6,0.8,-6.9
CC(Sc1ncnc2c1cnn2-c1ccccc1)C(=O)NCC1CCCO1 (configuration not stated),-9.2,4.0,-5.1,2.2,15.8,-3.1,3.9,·,0.8,12.3
Cc1cc(=O)n2c3ccccc3n(CC(O)CN3CCCC3)c2c1C#N (configuration not stated),-2.0,-0.9,-0.7,0.5,12.3,-2.1,-3.0,-0.4,-1.9,-5.4
COc1ccc(C(=O)NN=C(Cc2ccccc2)Cc2ccccc2)cc1OC,-8.4,14.8,-0.4,-1.6,3.3,-0.6,1.0,-2.1,-1.0,1.3
CCOc1ccccc1NC=C1C(=O)OC(C)(C)OC1=O,-2.6,2.9,-1.6,-5.8,3.4,-0.7,0.1,-4.6,-0.8,5.0
CC(=O)Nc1ccccc1NC(=O)C/C(C)=N/NC(=O)c1cccnc1,-2.2,3.8,3.5,-24.9,8.9,-1.3,-0.1,-7.3,2.2,8.6
Cc1ccc(S(=O)(=O)NCCSCc2ccco2)cc1,4.5,1.1,-3.1,1.1,11.0,-2.2,-0.5,5.5,-0.6,8.0
Cc1cccc(CC2CC(=O)N(CCc3ccc4c(c3)OCO4)C2=O)c1 (configuration not stated),-5.3,-1.3,-2.1,-10.8,-1.7,0.3,-0.4,5.2,0.9,5.9
COc1cc(OC)c(C2N(c3ccc(Cl)cc3)C(=O)C3CCCN32)cc1OC (configuration not stated),-4.0,3.7,0.5,-6.9,9.6,-1.9,-1.4,·,3.6,-1.4
COc1cc(C(=O)NCc2ccc(C(=O)NCC(OC)OC)cc2)cc(OC)c1OC,-0.8,3.8,4.3,1.9,9.4,-2.0,-0.7,-0.3,-4.8,12.6
COc1cc(/C=C2/NC(=O)N(Cc3ccccc3F)C2=O)ccc1O,-4.5,-0.9,-1.3,-12.3,3.2,-0.6,0.0,-4.1,-1.7,3.2
COc1ccc([N+](=O)[O-])cc1NC(=O)/C=C/C(=O)O,7.7,-8.3,4.6,-2.6,11.0,-2.1,-0.4,-2.1,-0.7,-6.9

Source: PubChem
